# Pf growth 96h – Primary qHTS for delayed death inhibitors of the malarial parasite plastid, 96 hour incubation; P. falciparum luciferase reporter growth, 96 h; Potency, µM (highest dose often 28.7 µM), without a hit: at the highest dose activity change, negative = inhibition, actives largely listed as inhibitors; hit rate 6.9% among 320,000; further: potency means the concentration at half of the fitted maximal effect; on the % scale 0 is the no-effect control and ±100 the full control effect
#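 Readout is luminescence from an integrated firefly luciferase in P. falciparum. Red cells, 2% hematocrit and 0.05% parasitemia final, were cultured with compound through two parasite generations (96 hours) at 37 C, 5% CO2.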
# LmPK inh – qHTS Assay for Inhibitors of Leishmania Mexicana Pyruvate Kinase (LmPK). Q27686. purified LmPK, Kinase-Glo ATP luminescence, 1 h. Potency, µM (doses to about 57.5 µM), for inactives: at the highest dose activity change, negative = inhibition, most hits filed as inhibitors. hit rate 0.37% among 290,000; further: potency means the concentration at half of the fitted maximal effect; on the % scale 0 is the no-effect control and ±100 the full control effect
# Target sequence (Q27686 whole entry, looked up): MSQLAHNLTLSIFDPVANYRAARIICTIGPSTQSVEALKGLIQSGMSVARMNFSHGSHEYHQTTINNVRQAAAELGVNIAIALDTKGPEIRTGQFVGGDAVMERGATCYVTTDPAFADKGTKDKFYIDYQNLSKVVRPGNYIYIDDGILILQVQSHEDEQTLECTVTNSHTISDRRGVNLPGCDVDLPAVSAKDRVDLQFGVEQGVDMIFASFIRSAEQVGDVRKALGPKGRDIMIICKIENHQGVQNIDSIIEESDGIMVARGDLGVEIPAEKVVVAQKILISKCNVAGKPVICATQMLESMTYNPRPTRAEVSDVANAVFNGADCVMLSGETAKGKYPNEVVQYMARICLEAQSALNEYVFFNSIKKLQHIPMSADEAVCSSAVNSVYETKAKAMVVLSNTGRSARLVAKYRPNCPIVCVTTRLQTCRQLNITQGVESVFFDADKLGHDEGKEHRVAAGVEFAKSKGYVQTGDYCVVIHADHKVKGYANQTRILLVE
#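 Screened at intermediate enzyme activity to detect both inhibitors and activators: LmPK at 0.1 nM, with a 0.5 nM enzyme column as activation reference. PEP 0.5 mM, ADP 0.1 mM; ATP detected by luminescence after 1 h.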
# Pf growth 48h – Primary qHTS for delayed death inhibitors of the malarial parasite plastid, 48 hour incubation | Potency, µM (doses to about 28.7 µM), for inactives: at the top dose activity change, negative = inhibition, usual class: inhibitors | hit rate 5.9% among 310,000 | P. falciparum luciferase growth in erythrocytes, 48 h | AID 504832, 2011; further: potency means the concentration at half of the fitted maximal effect; on the % scale 0 is the no-effect control and ±100 the full control effect
#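 Luciferase-expressing parasites in RBCs, 2% Hct / 0.1% parasitemia final; RPMI 1640 + 0.5% Albumax; 37 C, 5% CO2, one generation; luminescence read-out, lower signal = inhibition.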
# AmpC no deterg – qHTS Inhibitors of AmpC Beta-Lactamase (assay without detergent) | AmpC nitrocefin hydrolysis, absorbance 480 nm, 0.0001% Triton | AID 485341, 2010 | P00811 | Potency, µM (titrated, usually from 57.1 µM), for inactives: at the top dose activity change, negative = inhibition, actives largely listed as inhibitors | hit rate 0.52% among 330,000;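 further: potency means the concentration at half of the fitted maximal effect; plate controls were no compound for no effect and no enzyme for full effect; nearly all actives have a fitted effect of over 20% in size; some results filed as inactive show a strong effect at the top dose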
# Target sequence (P00811 whole entry, looked up): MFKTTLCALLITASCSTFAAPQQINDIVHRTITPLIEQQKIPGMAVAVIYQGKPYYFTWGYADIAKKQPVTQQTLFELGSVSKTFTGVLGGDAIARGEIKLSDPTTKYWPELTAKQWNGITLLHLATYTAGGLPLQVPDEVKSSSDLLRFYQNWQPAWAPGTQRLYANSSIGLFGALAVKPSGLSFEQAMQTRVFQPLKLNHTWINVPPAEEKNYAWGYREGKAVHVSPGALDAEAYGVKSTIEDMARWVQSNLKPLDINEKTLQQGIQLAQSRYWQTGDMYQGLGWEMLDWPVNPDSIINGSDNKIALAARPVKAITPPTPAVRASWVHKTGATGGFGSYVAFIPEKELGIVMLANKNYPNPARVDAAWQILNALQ
#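 AmpC (5.3 nM in the dispensed reagent) in 20 mM phosphate pH 7.0 with 0.01% (detergent screen) or 0.0001% Triton X-100 was preincubated with compounds for 15 min at room temperature. Nitrocefin was then added from an 800 uM solution, and hydrolysis was followed at 480 nm.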
# CHX counter – Cycloheximide Counterscreen for Small Molecule Inhibitors of Shiga Toxin; AID 2314, 2010; max response, %; cell reporter, cycloheximide protein synthesis inhibition counterscreen; hit rate 12% among 300,000; in the data active means max response mostly above about 13%, no sharp cut-off; inactive means mostly below about 14%; further: read at 38.3 µM for the half of the compounds with a filed dose; 0% is about no effect
# Shiga inhibitor – A qHTS for Small Molecule Inhibitors of Shiga Toxin; AID 2315, 2010; inhibition, % at 38.7 µM; hit rate 9.2% among 290,000; Vero cells, Shiga toxin protein synthesis inhibition reporter; in the data active means inhibition mostly above about 28%, no sharp cut-off; inactive means mostly below about 43%; further: 0% is about no effect
# Tb PYK inh – qHTS of Trypanosoma Brucei Inhibitors; TbPYK enzyme, Kinase-Glo Plus ATP luminescence, 45 min; Potency, µM (series often up to 76.8 µM), without a hit: at the highest dose activity, negative = inhibition, usual class: inhibitors; AID 624173, 2012; hit rate 0.12% among 410,000; pyruvate kinase (Trypanosoma brucei), Q57TT1; further: potency means the concentration at half of the fitted maximal effect; on the % scale 0 is the no-effect control and ±100 the full control effect; nearly all actives have a fitted effect of over 50% in size
#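 In this concentration-response screen, enzyme-free wells defined baseline while DMSO plates tracked drift. Each reaction combined TbPYK, substrate, compound and 130 uM ADP for 45 min at room temperature. Kinase-Glo Plus luminescence gave the signal.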
# Starred values were filed as active, the others as inactive; ? = inconclusive; . = not tested or not shown; [ ] = another dose, or the depositor's remark. Unless noted, the call rests on the fitted dose curve; in most records, active means well fitted curve in the direction sought with a large enough effect; inconclusive means small, poorly fitted or top-dose-only effect, or another doubt; inactive means no such curve, though single readings can be large; an effect the other way counts as inactive or inconclusive.
1) COC(=O)c1ccc(Cn2cc(Cl)cn2)o1
2) CC(C)(C)c1ccc(-c2nnc3sc(-c4ccccn4)nn23)cc1
3) Cc1ccc(OCc2nc3ccccc3n2C)cc1
4) CC1C(=O)N(Cc2ccc([N+](=O)[O-])cc2)c2ccccc2N1C(=O)c1c(F)cccc1F (stereo not drawn)
5) Cc1cccc(C(=O)NC(=S)N(C)C2CCCCC2)c1
6) COc1ccc2[nH]c(=O)c(CN(C(=O)C3CCCO3)c3cccc(C)c3)cc2c1 (stereo not drawn)
7) COc1ccccc1CNC(=O)/C(C#N)=C/c1ccc(OC)c(OC)c1OC
8) Cc1ccc(Cn2cnc3sc4c(c3c2=O)CCC4)c(C)c1
9) Cc1ccccc1N1C(=O)C2C3C=CC(C2C1=O)N(C)C3=O (stereo not drawn)
10) C[C@H]1C(=O)N(C)CCN1C(=O)c1ccccc1OC1CCN(S(C)(=O)=O)CC1
screen / no.	1	2	3	4	5	6	7	8	9	10
Pf growth 96h	18%	-24%	1%	?	-85%	8.3µM*	0%	1.9µM*	6%	-1%
Tb PYK inh	-6%	?	-5%	-7%	-8%	.	-6%	2%	5%	5%
LmPK inh	-1%	-2%	-7%	4%	-7%	0%	5%	3%	2%	1%
CHX counter	-1	46*	26*	-3	61*	14	-3	-1	-3	4
AmpC no deterg	-2%	-21%	32%	1%	-2%	-16%	-2%	-48%	-11%	-1%
Shiga inhibitor	-15	91*	.	-7	117*	41	-18	-2	-1	10
Pf growth 48h	-2%	.	130%[activator]	9.3µM*	?	11%	?	?	-4%	0%

11) CCCCCCCC(=O)OCC(=O)[C@@]1(O)CC[C@H]2[C@@H]3CCC4=CC(=O)CC[C@]4(C)[C@H]3[C@@H](O)C[C@@]21C
12) CCOc1ccccc1CNC(=O)CCCc1cn(C)c2ccccc12
13) Cc1cc(C(=O)OCC(=O)N2C(C)CCCC2C)c(C)o1 (stereo not drawn)
14) COc1ccc(Cc2c(O)nc[nH]c2=O)cc1
15) COC(=O)c1cc(=O)c2c([N+](=O)[O-])ccc(OC)c2o1
16) NC(=O)CSc1nnc(-c2ccncc2)o1
17) CCN(c1ccc(OC)cc1)S(=O)(=O)c1ccc2c(c1)NC(=O)CS2
18) COCCN(Cc1ccccc1)C(=O)c1c(C)nn(-c2ccccc2)c1C
19) Cc1ccc(C(=O)NC2CCCc3c2cnn3-c2ccc(F)cc2F)cn1 (stereo not drawn)
20) CCOC(=O)N1CCN(C(=O)c2ccc(N(Cc3ccccc3Cl)S(C)(=O)=O)cc2)CC1
screen / no.	11	12	13	14	15	16	17	18	19	20
Pf growth 96h	4%	-24%	-8%	10%	11%	81%[activator]	9%	?	?	18%
Tb PYK inh	5%	-9%	-14%	4%	4%	1%	0%	-2%	.	-2%
LmPK inh	6%	-1%	-8%	-5%	0%	1%	3%	-2%	-7%	3%
CHX counter	5	-4	-4	5	-2	-3	34*	-1	-1	-3
AmpC no deterg	-23%	10%	-4%	-1%	-5%	-8%	-27%	52%	3%	105%[activator]
Shiga inhibitor	13	-8	31	16	-4	-12	27	12	-6	-5
Pf growth 48h	-2%	-2%	10%	5%	8%	5%	19%	-27%	71%[activator]	-2%[0.00184 µM]

21) O=c1cc(-c2ccc(O)c(-c3c(O)cc(O)c4c(=O)cc(-c5ccc(O)cc5)oc34)c2)oc2cc(O)cc(O)c12
22) FC(F)(F)c1ccc(CN2C[C@@H]3C(c4ccccc4)C4(c5cccnc5)CC3(C4)[C@H]2c2ccccc2)cc1 (stereo partly drawn)
23) CC(C)[C@H](N)C(=O)OCC(CO)OCn1cnc2c(=O)[nH]c(N)nc21 (stereo partly drawn)
24) CCCCCCC(=O)N1CCCC(c2nc(-c3cccc(OC)c3)no2)C1 (stereo not drawn)
25) Cc1ccc(NC(=O)C2CCCN(C(=O)c3ccc(Cl)cc3)C2)cc1C (stereo not drawn)
26) NS(=O)(=O)c1cccc(NC(=O)COC(=O)CCCc2c[nH]c3ccccc23)c1
27) CN1C(=O)c2ccccc2N(C)C1c1cccs1 (stereo not drawn)
28) CCc1ccc(NC(=O)c2ccc(-n3cncn3)c([N+](=O)[O-])c2)cc1
29) O=C(c1cc(COc2ccc3ncccc3c2)on1)N1CCC[C@H]1CO
30) N[C@@H](Cc1ccccc1)c1nnc(SC/C=C/c2ccccc2)o1
screen / no.	21	22	23	24	25	26	27	28	29	30
Pf growth 96h	?	3.3µM*	-13%	32%[activator]	69%[activator]	1%	.	?	?	-2%
Tb PYK inh	2%	-3%	0%	0%	1%	-2%	-10%	-11%	-4%	-19%
LmPK inh	0%	-2%	.	5%	8%	-11%	0%	.	-1%	9%
CHX counter	-5	-6	.	-2	40*	10	-4	.	34*	0
AmpC no deterg	-58%	-5%	.	88%[activator]	153%[activator]	-38%	-17%	5%	-1%	54%
Shiga inhibitor	-13	-6	.	14	72*	11	14	.	56*	9
Pf growth 48h	?	2.3µM*	-7%	-7%	106%[activator]	1%	8%	12µM*	-6%	-2%

31) COc1nc(SCC(=O)Nc2ccccc2Cl)nc(N(C)C)n1
32) CCOc1ccc(S(=O)(=O)N2CCOCC2)cc1NC(=O)CN1C(=O)NC2(CCCC2)C1=O
33) Cc1cc2c(cc1C)C(c1ccccc1F)CC(=O)N2 (stereo not drawn)
34) O=C(O)Cc1sc(-c2ccc(C(=O)O)cc2)nc1-c1ccccc1
35) Cc1cccc(C(=O)NCCC(=O)NCc2ccccc2Cl)c1
36) CN(Cc1nc2ccccc2c(=O)[nH]1)C(=O)COc1ccccc1Cc1ccccc1
37) Fc1ccc(C(Nc2ccccn2)c2c[nH]c3ccccc23)cc1 (stereo not drawn)
38) CCSc1nc(O)cc(=O)n1CC
39) CCCCOc1ccc(/C(O)=C2/C(=O)C(=O)N(CCCOC)C2c2ccncc2)cc1 (stereo not drawn)
40) CCN(C(=O)CSc1nc2ccc(O)cc2c(=O)n1-c1ccc(OC)c(OC)c1)C1CCS(=O)(=O)C1 (stereo not drawn)
screen / no.	31	32	33	34	35	36	37	38	39	40
Pf growth 96h	5%	5%	-28%	4%	-2%	?	?	60%[activator]	18%	-19%
Tb PYK inh	-3%	-2%	-2%	-7%	5%	0%	32%[activator]	1%	2%	3%
LmPK inh	3%	.	11%	-2%	.	.	-7%	2%	-1%	.
CHX counter	18*	.	-2	14	.	.	-2	-4	-2	.
AmpC no deterg	14%	-17%	-28%	-16%	-10%	26%	-26%	-24%	-13%	20%
Shiga inhibitor	40	.	.	39	.	.	-5	14	-5	.
Pf growth 48h	10%	22%	0%	1%	-6%	?	?	-1%	-14%	?

41) Cc1nnc2sc(SCc3ccccc3Cl)nn2c1=O
42) CCOC(=O)c1ccc(N2C(=O)c3n[nH]c(C)c3C2c2ccc(OC)cc2)cc1 (stereo not drawn)
43) CCOC(=O)N1CCN(Cc2cn[nH]c2-c2cc3ccccc3o2)CC1
44) COc1ccc(-c2cc(-c3cc(OC)ccc3O)[nH]n2)cc1
45) COc1cc(C(C(=O)NC(C)(C)C)N(Cc2ccc3c(c2)OCO3)C(=O)c2cnccn2)cc(OC)c1OC (stereo not drawn)
46) COc1ccc(N2CCN(C(=O)NCc3ccc(OC)c(OC)c3)CC2)cc1
47) O=C(c1ccco1)c1cn[nH]c1-c1ccc(Cl)cc1O
48) C=CCNC(=O)/C(C#N)=C/c1cn(-c2ccccc2)nc1-c1cccs1
49) CC1=CC(=C2C(=O)c3ccccc3C2=O)C=C(C)N1Cc1ccco1
50) Clc1ccc(C2=CC(c3ccco3)n3ncnc3N2)cc1 (stereo not drawn)
screen / no.	41	42	43	44	45	46	47	48	49	50
Pf growth 96h	?	?	19%	.	.	-4%	-20%	-30%	?	4%
Tb PYK inh	3%	-2%	-1%	?	-7%	3%	2%	-7%	-10%	-6%
LmPK inh	3%	3%	-1%	2%	6%	2%	1%	2%	-8%	-1%
CHX counter	3	8	4	45*	5	2	-4	-4	37*	-1
AmpC no deterg	-19%	12%	68%[activator]	-33%	74%[activator]	1%	-25%	-16%	71%[activator]	-23%
Shiga inhibitor	26	-28	2	97*	-19	2	-4	-4	66*	-16
Pf growth 48h	?	?	-25%	.	?	21%	-2%	-22%	110%[activator]	35%[activator]

51) CSCCC(NC(=O)c1ccccc1Br)C(=O)NNC(=O)c1csc(N2CCOCC2)n1 (stereo not drawn)
52) CN(C)S(=O)(=O)c1ccc(Cl)c(C(=O)NNC(=O)c2ccc3c(c2)OCO3)c1
53) CCC(=O)Nc1ccc(C(=O)c2ccccc2)cc1
54) Cc1cccc(C)c1NC(=O)NN(C(=O)c1ccccc1)C(C)(C)C
screen / no.	51	52	53	54
Pf growth 96h	-2%	2%	5%	4%
Tb PYK inh	4%	0%	1%	5%
LmPK inh	.	.	2%	-1%
CHX counter	.	.	20*	7
AmpC no deterg	-15%	-8%	-15%	-8%
Shiga inhibitor	.	.	35	-5
Pf growth 48h	-15%	-13%	32%[activator]	-15%

# From no. 1 as far as 9, as listed above:
1) COC(=O)c1ccc(Cn2cc(Cl)cn2)o1
2) CC(C)(C)c1ccc(-c2nnc3sc(-c4ccccn4)nn23)cc1
3) Cc1ccc(OCc2nc3ccccc3n2C)cc1
4) CC1C(=O)N(Cc2ccc([N+](=O)[O-])cc2)c2ccccc2N1C(=O)c1c(F)cccc1F (stereo not drawn)
5) Cc1cccc(C(=O)NC(=S)N(C)C2CCCCC2)c1
6) COc1ccc2[nH]c(=O)c(CN(C(=O)C3CCCO3)c3cccc(C)c3)cc2c1 (stereo not drawn)
7) COc1ccccc1CNC(=O)/C(C#N)=C/c1ccc(OC)c(OC)c1OC
8) Cc1ccc(Cn2cnc3sc4c(c3c2=O)CCC4)c(C)c1
9) Cc1ccccc1N1C(=O)C2C3C=CC(C2C1=O)N(C)C3=O (stereo not drawn)
screen / no.	1	2	3	4	5	6	7	8	9
Pf growth 96h	18%	-24%	1%	?	-85%	8.3µM*	0%	1.9µM*	6%
Tb PYK inh	-6%	?	-5%	-7%	-8%	.	-6%	2%	5%
LmPK inh	-1%	-2%	-7%	4%	-7%	0%	5%	3%	2%
CHX counter	-1	46*	26*	-3	61*	14	-3	-1	-3
AmpC no deterg	-2%	-21%	32%	1%	-2%	-16%	-2%	-48%	-11%
Shiga inhibitor	-15	91*	.	-7	117*	41	-18	-2	-1
Pf growth 48h	-2%	.	130%[activator]	9.3µM*	?	11%	?	?	-4%

# Bioassay records from PubChem BioAssay.
